Assay outcomes: PubChem BioAssay, several laboratories
NOD1 inhibition – inhibition of NOD1-driven NF-kB reporter – cell-based, luminescence, uHTS, primary screen (AID 1578). NOD1-driven NF-kB luciferase reporter cells, luminescence; higher % means a stronger effect. hit rate 1% among 290,000. one-dose inhibition, % at 4 µM; EC50 in µM for titrated hits; in the data active means inhibition mostly above about 36%, no sharp cut-off; inactive means mostly below about 34%;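 further: HEK-293T reporter cells stimulated with the NOD1 agonist gamma-tri-DAP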
Myeloid diff 2 – myeloid differentiation induction. AID 624256. ER-HoxA9 myeloid progenitors, lysozyme-GFP differentiation, flow cytometry. hit rate 1% among 360,000. calls only at 10 µM;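 active means normalized GFP-positive differentiation at or above the plate's own cutoff, the solvent-only control mean plus 3 SD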;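 further: cells exposed to compound for four days before flow analysis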
PhoP inhibition – PhoP-dependent GFP reporter repression – Salmonella Typhimurium, primary screen (AID 1863). S. Typhimurium PhoP-regulated promoter GFP reporter, 4 h; higher % means a stronger effect. one-dose inhibition, % at 50 µM; IC50 in µM for titrated hits. hit rate 0.16% among 300,000;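 active means inhibition over 29.93%, a cutoff 3 SD above the screen mean, later confirmed by dose response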;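 further: 0% = low Mg2+ inducing control and 100% = high Mg2+ repressing control; strong numbers were not always called active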
KOR beta-arrestin-1 – KOR antagonists, beta-arrestin recruitment, cell-based, luminescence, uHTS (AID 1778); KOR beta-arrestin recruitment, luminescence, antagonist mode; higher % means a stronger effect; inhibition, % at 10 µM; hits with a dose series show IC50 in µM; hit rate 0.091% among 290,000; further: strong numbers were not always called active
HEK293 NOD2/NF-kB – inhibition of NOD2-driven NF-kB reporter – cell-based, luminescence, uHTS, HEK293 (AID 1566) | HEK293 NOD2/NF-kB luciferase reporter, luminescence; higher % means a stronger effect | one-dose inhibition, % at 4 µM; EC50 in µM for titrated hits | hit rate 0.63% among 290,000; further: many of its hits are not listed in these tables
SIAH1 antagonists – Siah-1 peptide-binding antagonists, primary screen, biochemical, fluorescence polarization, rhodamine-plectin, uHTS (AID 1817). one-dose displacement, % at 20 µM; IC50 in µM for titrated hits. Siah-1 / rhodamine-plectin peptide fluorescence polarization; higher % means a stronger effect. hit rate 0.02% among 290,000;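 active means displacement of at least 50% at 20 µM, with a fluorescence ratio check between 0.3 and a set limit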;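 further: plate controls were Siah plus tracer with DMSO for no effect and tracer alone without Siah for full effect; strong numbers were not always called active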
HIV fusion peptide – inhibitors of HIV fusion peptide binding, primary screen, biochemical, uHTS, fluorescence dequenching (AID 1986) | cell-free peptide binding, fluorescence dequenching, 30 min; higher % means a stronger effect | one-dose inhibition, % at 20 µM; IC50 in µM for titrated hits | hit rate 0.3% among 290,000; in the data active means inhibition mostly above about 52%, no sharp cut-off; inactive means mostly below about 76%; further: some results filed as inactive read as strong as hits
KOR beta-arrestin-2 – KOR agonists, beta-arrestin recruitment, primary screen, cell-based, luminescence, uHTS (AID 1777) | KOR beta-arrestin recruitment, luminescence; higher % means a stronger effect | activation, % at 10 µM; hits with a dose series show EC50 in µM | hit rate 0.02% among 280,000; in the data active means activation above about 50%, passing the limit was not always enough; further: a part of the inactive calls stands beside numbers as strong as those of hits
LYP inhibition – PTPN22 lymphoid phosphatase activity blockers – biochemical, fluorescence intensity, uHTS (AID 1779); recombinant LYP phosphatase, fluorescence intensity; higher % means a stronger effect; one-dose inhibition, % at 11.5 µM; IC50 in µM for titrated hits; hit rate 0.054% among 290,000;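 further: plate controls were vehicle with enzyme for no effect and no enzyme for full effect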
Myeloid diff 2 GFP+ MAC1+ % – second read-out of Myeloid diff 2, no call of its own (marks repeat the call); GFP+ MAC1+ double positive, %; measured here: differentiation confirmed by MAC1 staining
The depositor's hits bear a star; i = inactive; nt = no result given; [ ] = remark or other dose. Unless noted, no stated cut-off is given here; in the data, active means inhibition above about 50%; inactive means the rest. Some of the compounds tested (hit frequency here may not be typical).

Results follow in this order: NOD1 inhibition	Myeloid diff 2	Myeloid diff 2 GFP+ MAC1+ %	PhoP inhibition	KOR beta-arrestin-1	HEK293 NOD2/NF-kB	SIAH1 antagonists	HIV fusion peptide	KOR beta-arrestin-2	LYP inhibition
#1 CCS(=O)(=O)N1CCC(C(=O)NC2CCCCCCC2)CC1
→ -20%	i	5.5	-9%	6%	8%	-3%	-3.2%	-2.9%	-6%
#2 O=C1NN(c2ccc(F)cc2)C(=O)/C1=C\c1cnn(-c2ccccc2)c1
→ 6%	nt	nt	0%	-69%[20 µM]	12%	-4%	0.3%	-3.4%	-1%
#3 CC1CCN(S(=O)(=O)c2ccc(NC(=O)CN3CCOCC3)cc2)CC1
→ 4%	i	5.4	-13%	18%	23%	-2%	-1.1%	0.3%	1%
#4 O=C(Nc1ccc(C(=O)N2CCOCC2)cc1)Nc1cccc2ccccc12
→ -25%	i	0.5	5%	10%	-5%	-10%	0.2%	-6.3%	-4%
#5 c1csc(-c2csc3ncnc(NCCCN4CCOCC4)c23)c1
→ 31%	i	7.0	-2%	-10%	29%	-3%	0.0%	-0.3%	7%
#6 CN(C(=O)CSc1nnn(C)n1)c1ccccc1
→ 3%	i	1.5	-2%	10%	-4%	5%	0.2%	-2.5%	-10%
#7 Cc1ccc(C)c(NC(=O)c2cc(=O)c3ccccc3o2)c1
→ -20%	i	0.6	1%	8%	-7%	2%	0.3%	-3.4%	-3%
#8 NC(=O)CC(NC(=O)Cc1ccc(Br)cc1)c1ccc(NCc2ccc(F)c(F)c2)c([N+](=O)[O-])c1 (stereo not drawn)
→ 3%	i	1.5	-6%	29%	7%	3%	3.8%	-1.5%	-4%
#9 CCn1c(SCC(=O)Nc2ccccc2C)nnc1-c1ccccc1O
→ -14%	i	5.7	-5%	-5%	-2%	3%	-2.3%	-4.7%	-3%
#10 O=[N+]([O-])c1cccc(S(=O)(=O)N2CCN(S(=O)(=O)N3CCOCC3)CC2)c1
→ -39%	i	0.7	0%	-54%	-7%	6%	-0.2%	-3.4%	-9%
#11 Cc1nc(-c2cccs2)ccc1C(=O)O
→ -46%	i	0.6	7%	-17%	-9%	0%	1.0%	1.1%	0%
#12 CC(=O)Nc1ccc(NC(=O)c2ccc(CN3CCc4ccccc4C3)cc2)cc1
→ 21%	i	0.1	4%	-9%	19%	-3%	0.0%	-1.5%	-12%
#13 O=C(Cc1ccc(Br)cc1)NC1CCSC1=O (stereo not drawn)
→ -37%	i	0.2	-10%	26%	-2%	4%	2.9%	4.2%	-2%
#14 COc1ccc(Cl)cc1C(=O)NCCS(=O)(=O)N1CCN(c2ccccc2F)CC1
→ -20%	i	1.4	0%	0%	20%	4%	-0.9%	-5.3%	-8%
#15 CCC(C)[C@H](NC(=O)N1CC(=O)Nc2ccccc21)C(=O)N[C@H](C(=O)O)c1ccccc1 (stereo partly drawn)
→ -37%	i	1.3	-7%	-6%	-13%	4%	0.7%	-1.3%	-2%
#16 Cc1nc(Nc2ccc(S(N)(=O)=O)cc2)oc1C
→ -10%	i	0.5	1%	29%	7%	4%	-0.3%	-9.5%	-8%
#17 Cc1cc(C(=O)Nc2cccc(C)c2C)n(-c2ccccc2)n1
→ -9%	i	0.5	-3%	-2%	-3%	-2%	0.0%	0.6%	-4%
#18 Cc1noc(C)c1COC(=O)c1cccnc1SCC(=O)Nc1ccc2c(c1)OCO2
→ -43%	i	0.5	-6%	-5%	-36%	2%	6.9%	-3.0%	-6%
#19 Cc1ccc(-c2nnn(CC(=O)O)n2)cc1
→ -7%	i	3.2	4%	18%	15%	0%	1.6%	-1.2%	-2%
#20 CC(C)c1ccc(C(C)NC(=O)C2CCCC2)cc1 (stereo not drawn)
→ 20%	i	0.8	1%	-24%[20 µM]	21%	-2%	1.1%	3.7%	-13%
#21 CC(=O)Nc1cc(-c2nn(CC(=O)N3CCCCC3)c(=O)c3ccccc23)ccc1N1CCOCC1
→ -16%	i	3.4	5%	18%	6%	1%	0.2%	-3.9%	-2%
#22 Cc1ccc2c(c1)N(CC(=O)N1CCOCC1)C(=O)C(C)O2 (stereo not drawn)
→ -11%	i	0.4	3%	-6%	16%	13%	-0.8%	0.5%	-8%
#23 O=C(Nc1cccc(Cl)c1)c1ccc(S(=O)(=O)NCC2CCCO2)cc1 (stereo not drawn)
→ -3%	nt	nt	9%	-30%	14%	3%	1.2%	0.6%	-5%
#24 O=C(NCc1ccccc1)/C(=C\c1ccccc1)NC(=O)c1ccco1
→ -24%	i	1.7	-9%	-32%	14%	4%	0.6%	-3.6%	-7%
#25 O=C(NCc1ccc2c(c1)OCO2)c1ccc(CS(=O)(=O)Cc2cccc(Cl)c2)o1
→ -12%	i	0.3	-9%	33%	-2%	1%	-0.4%	6.3%	-6%
#26 CC(C)(C)c1nc(N2CCN(C(=O)c3ccco3)CC2)c2nnn(Cc3ccccc3)c2n1
→ 59%	i	0.2	7%	-14%	24%	5%	5.1%	1.9%	2%
#27 CCn1c(N)c(C(=O)NCc2ccc3c(c2)OCO3)sc1=S
→ -22%	i	0.4	0%	-11%	-16%	1%	-0.5%	-0.9%	2%
#28 CC(C)CC(=O)OC1C(N2CCOCC2)c2c(ccc(/C=C/C(=O)N3CCOCC3)c2O)OC1(C)C (stereo not drawn)
→ -16%	i	0.5	0%	27%	0%	-1%	-1.9%	-1.1%	10%
#29 CNNC(=S)Nc1cccc(SC)c1
→ 8%	i	0.1	-4%	13%	9%	3%	-0.8%	4.0%	-5%
#30 CC(=O)OCC(=O)Nc1c(C)cccc1C
→ -33%	i	0.9	-4%	10%	3%	2%	-0.2%	-5.5%	-4%

Given with bars between the fields: entries from further up
no. | smiles | NOD1 inhibition | Myeloid diff 2 | Myeloid diff 2 GFP+ MAC1+ % | PhoP inhibition | KOR beta-arrestin-1 | HEK293 NOD2/NF-kB | SIAH1 antagonists | HIV fusion peptide | KOR beta-arrestin-2 | LYP inhibition
16 | Cc1nc(Nc2ccc(S(N)(=O)=O)cc2)oc1C | -10% | i | 0.5 | 1% | 29% | 7% | 4% | -0.3% | -9.5% | -8%
14 | COc1ccc(Cl)cc1C(=O)NCCS(=O)(=O)N1CCN(c2ccccc2F)CC1 | -20% | i | 1.4 | 0% | 0% | 20% | 4% | -0.9% | -5.3% | -8%
28 | CC(C)CC(=O)OC1C(N2CCOCC2)c2c(ccc(/C=C/C(=O)N3CCOCC3)c2O)OC1(C)C (stereo not drawn) | -16% | i | 0.5 | 0% | 27% | 0% | -1% | -1.9% | -1.1% | 10%
5 | c1csc(-c2csc3ncnc(NCCCN4CCOCC4)c23)c1 | 31% | i | 7.0 | -2% | -10% | 29% | -3% | 0.0% | -0.3% | 7%

Additional records follow.
Results follow in this order: NOD1 inhibition	Myeloid diff 2	Myeloid diff 2 GFP+ MAC1+ %	PhoP inhibition	KOR beta-arrestin-1	HEK293 NOD2/NF-kB	SIAH1 antagonists	HIV fusion peptide	KOR beta-arrestin-2	LYP inhibition
#31 CC(C)(C)NC(=O)NC(=O)CN1CCN(c2ccccc2O)CC1
→ -17%	i	0.6	-1%	-23%	17%	0%	-0.1%	2.7%	-5%
#32 COc1ccc2cc(C#N)c(NC(C)C)nc2c1
→ 0%	i	0.4	30%	-21%	-3%	1%	0.0%	-1.8%	-3%
#33 COCCC(=O)N1CCC(Oc2ccc(C(=O)N(C)CCCC3CCCC3)cc2)CC1
→ 15%	i	1.3	-2%	-42%	28%	-3%	0.2%	7.7%	-4%
#34 Cc1cccn2c(=O)c(/C=C(\C#N)C(N)=O)c(Oc3ccccc3)nc12
→ -14%	i	0.7	-3%	1%	-14%	-4%	3.3%	2.3%	-18%
#35 Cc1ccc(S(=O)(=O)CNC(=S)c2ccc3ccccc3c2)cc1
→ -1%	i	5.5	-4%	-35%	3%	0%	7.7%	3.6%	7%
#36 O=C(NCCCN1CCN(CCCNC(=O)c2cccc([N+](=O)[O-])c2)CC1)c1cccc([N+](=O)[O-])c1
→ -16%	i	1.9	5%	7%	7%	-2%	1.3%	-3.1%	-8%
#37 CCOC(=O)C1CCN(Cc2cccc(OCc3ccccc3)c2)CC1
→ -33%	i	0.4	-3%	26%[20 µM]	-12%	4%	1.6%	-5.1%	-6%
#38 COc1ccc(CNC(=O)CCS(=O)(=O)c2cccc3nonc23)cc1
→ -29%	i	1.2	-2%	-4%	-3%	-3%	-0.8%	0.9%	0%
#39 Clc1ccc(CO/N=C2\CCCc3nonc32)c(Cl)c1
→ -18%	i	1.4	2%	17%	-3%	5%	-2.0%	1.3%	0%
#40 COc1ccc(Nc2nc(N)nc(CN3CCOCC3)n2)cc1
→ -1%	i	0.9	8%	-38%	12%	0%	-3.7%	-4.4%	-6%
#41 Cc1ccc(-c2csc(NC(=O)N3CCOCC3)n2)cc1
→ -18%	i	0.2	12%	-5%[20 µM]	-12%	8%	0.8%	-8.1%	-6%
#42 CCC(CC)C(=O)Nc1cccc(SC)c1
→ -22%	nt	nt	nt	3%[20 µM]	4%	-1%	0.7%	-3.3%	-10%
#43 COc1ccc2c(c1OC)C(=O)N1C2SC(C)(C)[C@H]1C(=O)NC(C)C (stereo partly drawn)
→ 6%	i	0.4	19%	-1%	22%	0%	0.1%	-4.4%	-10%
#44 CN1C(=O)NC(c2cccc(F)c2)C2=C1CC(C)(C)CC2=O (stereo not drawn)
→ -1%	i	0.4	2%	-41%	17%	2%	1.0%	-0.5%	-2%
#45 CN1C(=O)c2cccc(N(C)C)c2C1=O
→ -12%	i	5.4	-2%	-31%	4%	-1%	-1.1%	-0.7%	-4%
#46 COc1ccccc1CNC(=O)Cc1ccccc1
→ -60%	i	0.8	-6%	-19%[20 µM]	-26%	3%	2.1%	2.9%	1%
#47 CCOC(=O)CCC(NC(=O)c1ccccc1C(=O)NC(CCC(=O)OCC)C(=O)OCC)C(=O)OCC (stereo not drawn)
→ -17%	i	0.5	6%	-11%	25%	-2%	0.1%	-0.8%	-7%
#48 COCc1cc(=O)[nH]c(Sc2c(-c3ccccc3)c3ccc(Cl)cc3[nH]c2=O)n1
→ -5%	i	0.5	-8%	20%	17%	9%	2.2%	-3.9%	-2%
#49 O=C(Nc1ccccc1N1CCN(C(=O)c2ccc(Cl)cc2)CC1)c1cc2ccccc2o1
→ -2%	i	0.1	-4%	-16%	2%	-4%	3.3%	0.3%	4%
#50 COc1ccc(CNC(=O)CSc2nnc(C(F)(F)F)n2C)cc1
→ -25%	i	0.2	-4%	-3%	-8%	17%	-1.1%	4.2%	-2%
#51 CCc1ccc2n(-c3ccc(OC)cc3)c([S-])c(C(=O)Nc3cc(C)cc(C)c3)[n+]2c1
→ -9%	i	0.9	-6%	-11%	-20%	2%	0.4%	0.4%	-2%
#52 COC(=O)c1ccc(CSc2nnc(NC(=O)C3CC(=O)N(Cc4ccc(C)cc4)C3)s2)cc1 (stereo not drawn)
→ -14%	i	0.7	-2%	8%	14%	9%	3.8%	0.1%	-1%
#53 Cc1c(N=Cc2cccnc2)c(=O)n(-c2ccccc2)n1C
→ -24%	i	0.7	-7%	-5%	13%	1%	-3.4%	-6.1%	-3%
